Screens: PubChem BioAssay, The Scripps Research Institute Molecular Screening Center
PME-1 primary = PME-1 inhibitors via competitive probe labeling, primary screen, biochemical, fluorescence polarization, FP-Rh probe, HTS | Protein phosphatase methylesterase 1 (Homo sapiens), Q9Y570 | actives 0.53% (n = 320,000) | inhibition, % at 5.9 µM | recombinant PME-1 | AID 2130, 2009;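 active = inhibition above the campaign mean of all compounds plus 3 SD, cut at about 26% in these data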;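 note: competitive labeling of PME-1 active site by serine hydrolase directed probe; 0% = PME-1 with DMSO and 100% = wells lacking PME-1 enzyme; inhibitors block probe labeling so polarization falls and inhibition rises; many of its hits are not listed in these tables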
GSTO1 counter = inhibitors of recombinant GSTO1, primary screen, counter-screen for RBBP9 inhibitor project, biochemical, fluorescence polarization | Glutathione S-transferase omega-1 (Homo sapiens), P78417 | activity-based probe fluorescence polarization | inhibition, % at 5.96 µM | actives 1.1% (n = 300,000);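 active = inhibition above the campaign mean inhibition plus 3 SD, cut at about 35% in these data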;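 note: 0% = GSTO1-1 with DMSO and 100% = wells lacking GSTO1-1 enzyme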
Target sequence (P78417 whole entry, looked up): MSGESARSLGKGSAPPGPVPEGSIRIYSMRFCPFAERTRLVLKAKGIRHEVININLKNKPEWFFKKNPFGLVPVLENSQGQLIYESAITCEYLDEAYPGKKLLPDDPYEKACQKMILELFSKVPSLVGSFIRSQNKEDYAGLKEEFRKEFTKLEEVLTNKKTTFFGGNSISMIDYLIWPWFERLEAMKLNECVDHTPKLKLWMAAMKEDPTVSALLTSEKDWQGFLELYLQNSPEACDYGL
pPAFAH inh = pPAFAH enzyme inhibitors, primary screen, biochemical, fluorescence polarization, human. Platelet-activating factor acetylhydrolase (Homo sapiens), Q13093. recombinant pPAFAH, FP-rhodamine probe fluorescence polarization. inhibition, % at 3.39 µM. actives 1.5% (n = 330,000). AID 463082, 2010;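 active = inhibition above the mean inhibition across the screen plus 3 SD, cut at about 25% in these data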;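 note: inhibitors block binding of the rhodamine activity-based probe so polarization drops; 0% = enzyme with DMSO and 100% = wells lacking pPAFAH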
Target sequence (Q13093 whole entry, looked up): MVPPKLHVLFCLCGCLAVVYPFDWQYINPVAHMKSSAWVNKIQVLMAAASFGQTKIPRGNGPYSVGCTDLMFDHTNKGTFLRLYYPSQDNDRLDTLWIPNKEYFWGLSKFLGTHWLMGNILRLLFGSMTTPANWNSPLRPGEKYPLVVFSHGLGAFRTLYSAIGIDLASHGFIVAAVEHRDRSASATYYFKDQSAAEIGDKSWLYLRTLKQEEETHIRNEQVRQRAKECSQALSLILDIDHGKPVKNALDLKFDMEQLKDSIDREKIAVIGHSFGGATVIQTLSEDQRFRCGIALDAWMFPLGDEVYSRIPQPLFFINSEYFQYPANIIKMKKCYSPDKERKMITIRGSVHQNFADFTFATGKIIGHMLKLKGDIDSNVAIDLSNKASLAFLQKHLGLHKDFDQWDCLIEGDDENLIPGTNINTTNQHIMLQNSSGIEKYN
PAFAH2 FP inh = PAFAH2 enzyme inhibitors, primary screen, biochemical, fluorescence polarization, human; Platelet-activating factor acetylhydrolase 2, cytoplasmic (Homo sapiens), Q99487; inhibition, % at 3.39 µM; recombinant PAFAH2, FP-rhodamine activity probe; AID 492956, 2010; actives 0.99% (n = 340,000);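 active = inhibition above the mean over all tested compounds plus 3 SD, cut at about 30% in these data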;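 note: inhibitors block probe labeling of enzyme so polarization drops; 0% = enzyme with DMSO and 100% = wells lacking PAFAH2 protein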
LYPLA1 inh = LYPLA1 inhibitors, primary screen, counter-screen for PME1 inhibitor project, biochemical, fluorescence polarization, FP-Rh probe ABPP | Acyl-protein thioesterase 1 (Homo sapiens), O75608 | actives 0.16% (n = 320,000) | inhibition, % at 5.9 µM | AID 2174, 2009 | recombinant LYPLA1;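 active = inhibition above the mean of all tested compounds plus 3 SD, set per campaign, cut at about 14% in these data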;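 note: inhibitors block serine hydrolase probe labeling of LYPLA1 so polarization falls; 0% = enzyme with DMSO and 100% = wells lacking LYPLA1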
Fam108B inh = mouse Fam108B serine hydrolase inhibitors, primary screen, counter-screen for RBBP9 inhibitor project, biochemical, fluorescence polarization. inhibition, % at 9.51 µM. recombinant Fam108B, FP-Rh probe fluorescence polarization. actives 0.33% (n = 300,000);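 active = inhibition above the screen mean inhibition plus 3 SD, computed separately per campaign, cut at about 18% in these data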;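 note: inhibitors lower polarization as less probe binds the enzyme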
PAD4 FP inh = human PAD4 inhibitors, primary screen, biochemical, fluorescence polarization, 1536-well format. Protein-arginine deiminase type-4 (Homo sapiens), Q9UM07. actives 0.41% (n = 330,000). recombinant PAD4, RCA probe fluorescence polarization. inhibition, % at 6.36 µM;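 active = percent inhibition above a cutoff equal to the mean of all tested compounds plus 3 SD, cut at about 15% in these data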;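 note: 0% = PAD4 with RCA probe and DMSO and 100% = probe without PAD4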
PAFAH1B3 inh = PAFAH1B3 enzyme inhibitors, primary screen, biochemical, fluorescence polarization, human | recombinant PAFAH1B3, FP-rhodamine probe | inhibition, % at 3.39 µM | actives 0.28% (n = 340,000);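 active = inhibition above the screen-wide average of all tested compounds plus 3 SD, cut at about 25% in these data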;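 note: 0% = enzyme with DMSO only and 100% = wells lacking PAFAH1B3 protein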
Target sequence (Q15102 whole entry, looked up): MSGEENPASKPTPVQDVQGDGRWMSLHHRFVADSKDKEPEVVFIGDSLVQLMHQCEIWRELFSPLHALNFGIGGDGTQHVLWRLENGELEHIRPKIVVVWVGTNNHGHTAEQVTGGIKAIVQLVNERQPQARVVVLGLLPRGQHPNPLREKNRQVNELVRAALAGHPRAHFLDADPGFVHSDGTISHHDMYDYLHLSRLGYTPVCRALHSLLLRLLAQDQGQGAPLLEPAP
PAFAH1B2 FP inh = PAFAH1B2 enzyme inhibitors, primary screen, biochemical, fluorescence polarization, human | Platelet-activating factor acetylhydrolase IB subunit alpha2 (Homo sapiens), P68402 | recombinant PAFAH1B2, FP-rhodamine activity probe | inhibition, % at 3.39 µM | actives 1.2% (n = 340,000) | AID 492953, 2010;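 active = inhibition above the mean of all tested compounds plus 3 SD, cut at about 24% in these data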;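 note: 0% = enzyme with DMSO and 100% = wells lacking PAFAH1B2; many of its hits are not listed in these tables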
* marks the source's active call; other numbers are inactive results; . = no result given.

Values run as follows: PME-1 primary | GSTO1 counter | pPAFAH inh | PAFAH2 FP inh | LYPLA1 inh | Fam108B inh | PAD4 FP inh | PAFAH1B3 inh | PAFAH1B2 FP inh
> O=C(NCc1cccs1)c1ccc2c(c1)OCCO2
  2 | -1 | -1 | 3 | -1 | 0 | 2 | 8 | 3
> O=C(Cc1ncc(C(F)(F)F)cc1Cl)Nc1ccc(F)cc1
  -1 | 10 | -7 | -3 | 0 | 0 | -3 | 2 | 3
> COc1cccc(NC(=O)CCN2C(=O)c3ccc([N+](=O)[O-])cc3C2=O)c1
  -4 | -3 | 1 | -5 | 0 | -2 | -3 | 3 | -2
> COc1ccc(C(=O)/C=C/c2cn(CC(O)CN3CCOCC3)c3ccccc23)cc1 (stereo not drawn)
  4 | -17 | 9 | 8 | -1 | 4 | 0 | 1 | 4
> Cc1cc(-c2n[nH]c(=S)n2/N=C/C(Cl)=C/c2ccccc2)n[nH]1
  -4 | 3 | 3 | -4 | 0 | 2 | 4 | 7 | 5
> Cc1ccc(-c2csc3nc(=O)c(C)nn23)cc1
  -2 | 0 | 5 | . | 1 | 4 | 1 | . | .
> NC(=O)C1C(c2ccccc2)=C1c1ccccc1
  -3 | -2 | 5 | 2 | -2 | 3 | -1 | 1 | 0
> Cc1ccc(N2CCN(S(=O)(=O)c3nnc(NC(=O)c4ccccc4)s3)CC2)cc1
  -5 | -20 | 2 | 3 | -1 | -3 | 3 | 0 | 2
> Fc1ccccc1N1CCN(c2nc(-c3cccs3)nc3ccccc23)CC1
  -3 | -7 | -3 | -3 | 1 | -4 | -1 | -2 | -2
> C[C@H]1CN([C@@H](C)CO)C(=O)Cc2cc(NC(=O)CCC(F)(F)F)ccc2O[C@H]1CN(C)S(C)(=O)=O
  . | . | 0 | -10 | . | . | 0 | 7 | 7
> COc1ccc(NC(=O)c2cc(-c3ccccn3)nc3ccccc23)c(OC)c1
  . | . | 2 | -1 | . | . | -2 | 6 | 2
> COc1cc(NC(=O)c2cc3ccccc3o2)ccc1NC(=O)c1ccco1
  -4 | 10 | 5 | 1 | 3 | -2 | -2 | 3 | 4
> CN1N=C2c3ccccc3CCC2C1c1ccc(Cl)cc1 (stereo not drawn)
  0 | 7 | 5 | -2 | -2 | -2 | 0 | 7 | 9
> O=S1(=O)[C@H]2C[C@@H]3C=C[C@@]2(CN1Cc1cccc(F)c1)O3
  2 | 5 | -1 | -7 | -3 | -3 | 1 | -2 | -2
> Cc1ccccc1-n1c(=S)[nH]c2nc3c(cc2c1=O)CCCC3
  -1 | 10 | -2 | 4 | 2 | 0 | 3 | -7 | 0
> CCOC(=O)C1CCCN(Cc2ccc(O)c(OC)c2)C1 (stereo not drawn)
  0 | 5 | -1 | 1 | 5 | 2 | -7 | 9 | 3
> O=C(NCCCc1ccccc1)c1cc([N+](=O)[O-])ccc1Cl
  1 | 2 | -3 | -4 | 2 | -3 | -4 | 8 | 2
> COc1ccc(-c2ccc(/C=C3/C(=N)N4C=CSC4=NC3=O)o2)c([N+](=O)[O-])c1
  10 | 20 | 23 | 2 | -3 | 2 | -22 | 7 | -1
> CN1CCO/C1=C(\C(Cl)=C(Cl)Cl)[N+](=O)[O-]
  -1 | -1 | 1 | 8 | 0 | 2 | -8 | 3 | 6
> CC1(c2ccc(OC(F)F)cc2)NC(=O)N(CC(=O)Nc2ccc(F)cc2)C1=O (stereo not drawn)
  4 | -2 | 1 | -5 | 1 | 0 | 2 | 10 | 11
> CN(C)CCCNC(=O)c1cc(S(=O)(=O)N2CCOCC2)ccc1F
  0 | -5 | 5 | -8 | 0 | 0 | 0 | 0 | 1
> O=C(COC(=O)c1ccc(Cl)nc1)Nc1cccc(S(=O)(=O)N2CCCCC2)c1
  0 | . | 3 | 16 | 0 | . | 2 | -3 | 2
> CC(C)(C)NC(=S)Nc1ccc(Nc2ccccc2)cc1
  1 | 0 | 19 | 5 | 1 | 1 | -5 | 10 | 5
> COc1ccccc1NC(=O)C(=O)c1cn(CC(=O)N2CCCC2)c2ccccc12
  0 | -2 | -5 | -6 | -4 | -4 | -2 | 5 | 1
> CCC1Oc2ccc(C)cc2N(CC(=O)NCc2cc(OC)ccc2OC)C1=O (stereo not drawn)
  4 | 1 | 2 | -1 | -1 | 1 | -3 | -6 | 6
> CCc1cccc2c(/C=N/NC(=O)c3cccc(S(=O)(=O)Nc4ccccc4Cl)c3)c[nH]c12
  19 | -1 | 27* | 4 | 1 | 13 | -2 | 31* | 26*
> CCc1ccc(/C=C2/SC(=S)N(CCCC(=O)Nc3ccccc3C(=O)O)C2=O)cc1
  -2 | 12 | -2 | 44* | 0 | -1 | -9 | 6 | 61*
> NC(=O)C1CCN(C(=O)C2CC(=O)N(c3ccc4c(c3)OCCO4)C2)CC1 (stereo not drawn)
  3 | . | 1 | 4 | 2 | . | 5 | 2 | 7
> Cc1ccc2[nH]cc(CCNC(=O)c3ccc4c(c3)OCO4)c2c1
  4 | 3 | 10 | 10 | -1 | -2 | -2 | 14 | 1
> COc1ccccc1NC(=O)N1CCCC1C(=O)NC1CCCCC1 (stereo not drawn)
  -2 | 5 | -3 | 7 | -4 | -1 | 2 | 5 | 1
> Cc1c(O)ccc2c(CC(=O)N[C@@H](Cc3c[nH]c4ccccc34)C(=O)O)cc(=O)oc12
  -8 | 1 | 8 | -3 | -4 | 1 | -3 | 8 | 15
> COc1ccc(NC(=O)CN2CCC(n3c(C)nc4cc(F)ccc43)CC2)c(OC)c1
  2 | -2 | 6 | -9 | 0 | -1 | 2 | 0 | 8
> COc1ccc(C(=O)NN2C(=S)N(c3ccc(OC)cc3)C(=O)C2CC(N)=O)cc1 (stereo not drawn)
  0 | 8 | -1 | 0 | 0 | 2 | 3 | 2 | 3
> CCC12C(=O)C(CC)(C(c3ccccc3)=C1c1ccccc1)[C@@H]1C(=O)N(c3ccc(C)cc3)C(=O)C12 (stereo partly drawn)
  -1 | -3 | -2 | -3 | 0 | 0 | 0 | 4 | 1
> Cc1ccc(CNC(=O)Nc2ccccc2)n1C
  3 | 6 | 6 | 4 | 1 | 0 | 3 | 8 | 1
> CS(=O)(=O)N1CCC(C(=O)Nc2ccccc2F)CC1
  -3 | 3 | -1 | 1 | 1 | -2 | -3 | -4 | -4
> COc1ccccc1N1CCN(CC(=O)Nc2c(C)n[nH]c2C)CC1
  -9 | 6 | 3 | 6 | 1 | -1 | -6 | 3 | 0
> CCOc1ccc(C(C)=O)cc1CSc1nc2nc(C)cc(C)n2n1
  4 | 3 | -5 | 3 | 1 | 4 | 0 | 2 | 5
> C=CCN(C(=O)CNC(=O)c1cccs1)C(C(=O)NC1CCCCC1)c1cccnc1 (stereo not drawn)
  -2 | 8 | 4 | 2 | 1 | -2 | -1 | 7 | -3
> Cc1cc(C)cc(N=Cc2c(O)c3ccccc3oc2=O)c1
  5 | 12 | 6 | 1 | 5 | -4 | 0 | 5 | 1
> COc1ccccc1CNC(=O)c1cc(S(=O)(=O)N2CCCCC2)c[nH]1
  5 | 2 | -3 | 3 | 3 | 1 | -4 | 3 | 4
> O=C(CCc1nc2ccccc2c(=O)[nH]1)N1CCN(c2ccc(F)cc2)CC1
  -1 | 0 | 5 | 3 | 0 | -1 | -2 | 0 | -2
> CC(=O)c1cccc(N(CC(=O)NC2CCCC2)C(=O)c2csnn2)c1
  -1 | -6 | 3 | -7 | -1 | 2 | -3 | 2 | 1
> CCN(CC)C(=O)Cn1nc(-c2ccccc2O)nc1SCC(=O)Nc1ccc(OC)cc1
  -7 | 8 | -3 | 4 | 0 | 0 | -3 | -2 | 4
> COc1cccc(CC(=O)OCC(=O)N(C)CC(=O)Nc2ccc(Cl)c(C(F)(F)F)c2)c1
  1 | -10 | 5 | -19 | -8 | -5 | -1 | 1 | -2
> O=C(NCc1ccco1)c1c(F)c(F)c(F)c(C(=O)NCc2ccco2)c1F
  -4 | 1 | 4 | 1 | 1 | -7 | -8 | 10 | -6
> N#CCC(=O)Nc1ccc(C(=O)NCc2cccc(Cl)c2)cc1
  -39 | -25 | 3 | -20 | -28 | -14 | -7 | -5 | -8
> CC(=O)N/N=C(\C)c1cccc(C(F)(F)F)c1
  -7 | 7 | 5 | -7 | 1 | 1 | 1 | 3 | 2
> COC(=O)c1c(NC(=O)C2C3CCC(C3)C2C(=O)O)sc2c1CCCCC2 (stereo not drawn)
  -1 | -4 | 3 | 8 | 0 | 5 | -1 | 0 | 6
> Cc1cc(NC(=O)c2ccccc2)nc(C)n1
  -1 | 0 | 4 | 1 | 1 | -2 | -2 | 9 | 4

Next results follow:
Values run as follows: PME-1 primary | GSTO1 counter | pPAFAH inh | PAFAH2 FP inh | LYPLA1 inh | Fam108B inh | PAD4 FP inh | PAFAH1B3 inh | PAFAH1B2 FP inh
> CC(C)OCCCNC(=O)CCC(=O)NNc1nc2ccccc2c2nc(-c3ccccc3)nn12
  0 | -3 | 0 | -4 | 3 | 8 | -2 | 0 | 3
> CC1CCN(C2=C(NS(=O)(=O)c3ccc(Cl)cc3)C(=O)c3ccccc3C2=O)CC1
  6 | 31 | 14 | 10 | -2 | 7 | -7 | 15 | 4
> COc1ccc(/C=C/c2c(-c3ccc(OC)cc3)oc3cccnc23)cc1
  27* | 1 | 5 | -1 | -3 | 1 | 0 | -6 | 1
> O=C(NC(NC(=O)c1ccccc1)c1cccc([N+](=O)[O-])c1)c1ccccc1
  -2 | -6 | 2 | -2 | -1 | -4 | 2 | -4 | -1
> Cc1cc(C(=O)COC(=O)Cc2ccc(Br)cc2)c(C)n1C
  3 | . | 4 | -3 | -3 | . | -1 | 18 | 8
> COCCCn1c(SCC(=O)N2CC(=O)Nc3ccccc32)nnc1-c1ccoc1C
  -3 | 4 | -6 | -7 | -2 | -2 | -5 | 4 | 4
> Cc1ccnc(NC(=O)C2CCN(S(=O)(=O)c3cccc4nonc34)CC2)c1
  -4 | 1 | 1 | 1 | -1 | 1 | -1 | -2 | -4
> CCNC(=O)c1c(NC(=O)c2cc(-c3cc(C)ccc3O)n[nH]2)sc2c1CCCC2
  0 | 15 | -7 | 5 | -2 | -1 | -1 | -2 | 1
> O=C(c1cccc(F)c1)N1CCN(c2cccc(Cl)c2)CC1
  1 | 5 | 7 | -6 | -2 | -3 | -3 | 10 | 1
> COC(=O)c1ccc(CSc2nnc3ccccn23)o1
  0 | 4 | -2 | -5 | -1 | 7 | 1 | 3 | -3

An excerpt. The share of hits here may be higher or lower than overall.
